IDE act: IDE (human) activation, cell-based; P14735; HEK cells, FAbeta-B cleavage, fluorescence polarization; 0% vehicle, 100% cell-free pure enzyme wells; activation, % at 5.96 µM; 340,000 compounds, 0.073% hits;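 active = activation above the mean of all tested compounds plus 3 SD, set per screening campaign, cut at about 17% in these data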
Target sequence (P14735 whole entry, looked up): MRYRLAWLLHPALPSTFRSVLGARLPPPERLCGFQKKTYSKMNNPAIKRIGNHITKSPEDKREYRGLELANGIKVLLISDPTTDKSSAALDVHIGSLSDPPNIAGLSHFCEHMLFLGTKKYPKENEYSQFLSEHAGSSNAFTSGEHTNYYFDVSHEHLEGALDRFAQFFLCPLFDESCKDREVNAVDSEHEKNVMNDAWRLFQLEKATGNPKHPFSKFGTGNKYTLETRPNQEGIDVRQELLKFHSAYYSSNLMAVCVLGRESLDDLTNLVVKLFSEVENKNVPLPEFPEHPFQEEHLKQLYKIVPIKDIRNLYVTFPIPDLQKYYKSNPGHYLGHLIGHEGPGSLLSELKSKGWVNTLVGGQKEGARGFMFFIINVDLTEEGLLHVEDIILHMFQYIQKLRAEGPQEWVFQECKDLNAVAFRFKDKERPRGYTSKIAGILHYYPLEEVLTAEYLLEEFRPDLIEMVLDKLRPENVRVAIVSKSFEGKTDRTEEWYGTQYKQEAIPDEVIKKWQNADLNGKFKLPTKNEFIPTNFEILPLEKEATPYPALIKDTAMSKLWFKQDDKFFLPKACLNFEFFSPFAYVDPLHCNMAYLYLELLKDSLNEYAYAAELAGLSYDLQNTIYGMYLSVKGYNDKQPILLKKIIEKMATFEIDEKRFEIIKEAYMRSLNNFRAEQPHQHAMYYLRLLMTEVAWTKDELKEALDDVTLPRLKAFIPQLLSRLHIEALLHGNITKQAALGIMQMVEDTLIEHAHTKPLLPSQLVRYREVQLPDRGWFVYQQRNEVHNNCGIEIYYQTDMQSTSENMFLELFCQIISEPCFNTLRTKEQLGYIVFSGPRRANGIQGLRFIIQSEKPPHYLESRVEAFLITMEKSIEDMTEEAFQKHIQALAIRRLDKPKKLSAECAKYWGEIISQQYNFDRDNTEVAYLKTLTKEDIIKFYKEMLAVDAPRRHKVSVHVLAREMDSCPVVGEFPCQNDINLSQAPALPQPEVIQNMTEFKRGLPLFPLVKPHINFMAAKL
IDE cell inh: inhibitors of human insulin-degrading enzyme in cells; 320,000 compounds, 0.41% hits; P14735; inhibition, % at 5.59 µM; HEK cells, FAbetaB cleavage, fluorescence polarization;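 active = percent inhibition above the average of all tested compounds plus 3 SD, set per screening campaign, cut at about 16% in these data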;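 also: IDE supplied by intact live HEK cells; FP after avidin binding of uncleaved biotin substrate so inhibition keeps polarization high; 0% = DMSO wells and 100% = 60 µM reference IDE inhibitor Ii1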
Numbers without * were called inactive.

SMILES | IDE act | IDE cell inh
Cc1ccc(C(C)(c2ccc(N)cc2)c2ccc(N)cc2)cc1 | 3 | -2
CS(=O)(=O)c1ccc(-c2nnc(NC(=O)c3cccc(N4C(=O)CCC4=O)c3)o2)cc1 | 1 | 1
COc1ccccc1NC(=O)COC(=O)Cn1cnc2c1c(=O)n(C)c(=O)n2C | -2 | 1
O=C(NCCc1ccccc1)c1cccc2c1C(=O)c1ccc(N3CCOCC3)cc1S2(=O)=O | -1 | 4
COc1cc(C(=O)Nc2cc(OC)c(OC)c(OC)c2)ccc1OCc1c(C)noc1C | 1 | 7
O=S(=O)(NCc1nnc2ccccn12)c1ccc(Cl)cc1 | -1 | -1
COc1ccccc1C(=O)COC(=O)/C(=C/c1ccccc1)NC(C)=O | 5 | 0
Cc1ccc(NC(=O)CN(C)C(=O)c2ccc(Cl)c(S(=O)(=O)NCc3ccco3)c2)cc1 | 0 | 1
COc1ccc(-c2csc(NC(=O)CS(=O)(=O)c3ccccc3)n2)cc1 | 1 | -3
Cc1ccccc1NC(=O)CSc1nnc(Cc2ccccc2)c(=O)n1N | -1 | -5
CC(Sc1nnc(-c2ccco2)n1C)C(=O)Nc1nccs1 (stereo not drawn) | 5 | -2
CCCCn1nc(C(=O)N(CC)CC(=O)Nc2c(F)cccc2F)c2ccccc2c1=O | 1 | 7
O=C(COC(=O)COc1ccc(Cl)cc1)NC1CCS(=O)(=O)C1 (stereo not drawn) | 4 | -4
O=C(CN1C(=O)NC2(CCCC2)C1=O)c1ccc(Cl)s1 | 3 | -4
CN(C)CCOC1c2ccccc2CSc2ccccc21 (stereo not drawn) | 5 | 1
CC1CCCN(C(=O)COC(=O)COc2ccc(Cl)cc2)C1 (stereo not drawn) | 1 | 8
CCN(CC)C(=O)c1[nH]cnc1C(=O)NCc1ccccc1 | -3 | 6
CCN(CC(=O)Nc1ccccc1C(F)(F)F)C(=O)CCS(=O)(=O)c1ccc(Cl)cc1 | 0 | -3
CCOc1ccc(CCNC(=O)c2ccccc2OCc2c(C)noc2C)cc1OCC | 4 | -2
C[C@H](CO)N1C[C@H](C)[C@@H](CN(C)S(=O)(=O)c2cn(C)cn2)Oc2c(NC(=O)Nc3ccc4c(c3)OCO4)cccc2C1=O | 2 | 0

Six records picked at random from those above:
SMILES | IDE act | IDE cell inh
CC1CCCN(C(=O)COC(=O)COc2ccc(Cl)cc2)C1 (stereo not drawn) | 1 | 8
C[C@H](CO)N1C[C@H](C)[C@@H](CN(C)S(=O)(=O)c2cn(C)cn2)Oc2c(NC(=O)Nc3ccc4c(c3)OCO4)cccc2C1=O | 2 | 0
COc1ccc(-c2csc(NC(=O)CS(=O)(=O)c3ccccc3)n2)cc1 | 1 | -3
Cc1ccc(NC(=O)CN(C)C(=O)c2ccc(Cl)c(S(=O)(=O)NCc3ccco3)c2)cc1 | 0 | 1
COc1ccccc1NC(=O)COC(=O)Cn1cnc2c1c(=O)n(C)c(=O)n2C | -2 | 1
O=C(NCCc1ccccc1)c1cccc2c1C(=O)c1ccc(N3CCOCC3)cc1S2(=O)=O | -1 | 4

Other results follow.
SMILES | IDE act | IDE cell inh
Cc1ccnc2nc(C(=O)OCC(=O)NCc3cccc(Cl)c3)nn12 | -4 | -4
CC1CCN(C(=O)c2ccc(N3CCOCC3)c([N+](=O)[O-])c2)CC1 | 3 | 1
COc1ccccc1C(=O)NCCC(=O)NCc1cccnc1 | 3 | -5
Cc1ccc(C(=O)NCC(=O)OCC(=O)NCCNC(=O)COC(=O)CNC(=O)c2ccc(C)cc2)cc1 | 5 | 0
O=C(COC(=O)c1cccc([N+](=O)[O-])c1)Nc1ccc(Cl)cn1 | 3 | 0
O=C(c1ccc(-c2cc(O)c3ncccc3c2)cc1)N1CCNCC1 | 1 | -5
CCOC(=O)c1ccc(NC(=O)CNNC(=O)COc2ccccc2C)cc1 | 3 | 8
Cc1ccc(CNC(=O)c2ccc(N3CCC4(CC3)CC(c3cccc(Br)c3)=NO4)c(NC(=O)c3cccc(C)c3)c2)cc1 | 2 | -1
CC(=O)Nc1ccc(NC(=O)C(C)Sc2nc3ccccc3c(=O)n2Cc2ccco2)cc1 (stereo not drawn) | 6 | -2
Cc1ccc(C(=O)NCC(=O)Nc2ccc3c(c2)CCC3)cc1 | 0 | -1
O=C(COC(=O)CCC(=O)c1ccccc1)NCCc1ccccc1 | -2 | 4
COc1ccc(C(=O)NC(=O)COC(=O)C2CC2C)cc1 (stereo not drawn) | 1 | -3
N/C(=N\OC(=O)COc1ccccc1)c1cccnc1 | 1 | 1
O=C(CSc1nc2ccccc2c(=O)n1-c1ccccc1F)NC1CCS(=O)(=O)C1 (stereo not drawn) | 1 | 1
CC1(C)O[C@@H]2[C@H](O1)[C@@H](CO)O[C@H]2n1ccc(=O)[nH]c1=O | 2 | -4
O=C(COC(=O)c1ccc(O)cc1O)NC12CC3CC(CC(C3)C1)C2 | 2 | -5
COc1ccc(C2=NCCn3nc4cc([N+](=O)[O-])ccc4c32)cc1 | 5 | 3
Cc1ccc(NC(=O)CCN2C(=O)C3CCCCC3C2=O)cc1[N+](=O)[O-] (stereo not drawn) | -1 | 0
C[C@]12CCC(=O)C=C1CC[C@@H]1[C@@H]2[C@@H](O)C[C@]2(C=O)[C@@H](C(=O)CO)CC[C@@H]12 | 3 | 8
COc1ccc(S[C@@H](CCN2CC[C@H](C)CCC2=O)c2ccccc2)cc1 | -1 | 7
Cc1ccc(S(=O)(=O)Nc2ccc(C(=O)NCCCN3CCOCC3)cc2)cc1[N+](=O)[O-] | 5 | 1
CCOc1ccc(S(=O)(=O)N2CCN(C(=O)Cc3ccc(S(=O)(=O)N4CCOCC4)s3)CC2)cc1 | 0 | 0
CSc1cccc(-c2nnc(NC(=O)c3cccc(N4C(=O)CCC4=O)c3)o2)c1 | 2 | 5
C[C@H]1CN([C@@H](C)CO)C(=O)c2cccc(NS(=O)(=O)c3ccc(F)cc3)c2O[C@H]1CN(C)Cc1ccc(Cl)c(Cl)c1 | 3 | 1
CCN(Cc1ccccc1)S(=O)(=O)CCNC(=O)c1ccccc1 | 2 | -4
CNC(=O)NC(=O)COC(=O)c1cccc(S(=O)(=O)N2CC3(C)CC2CC(C)(C)C3)c1 (stereo not drawn) | 5 | -1
CCN(CC(=O)Nc1c(F)cccc1F)C(=O)c1cc([N+](=O)[O-])ccc1N1CCCCC1 | -3 | -5
O=C(CSc1ncnc2c1cnn2-c1ccccc1)NCC1CCCO1 (stereo not drawn) | 4 | 4
Cc1cc(SCC(=O)NCCCN2CCCC2=O)nc2ccccc12 | -1 | 2
CCOc1ccc(C(=O)CCC(=O)Nc2cc(C)ccn2)cc1 | 0 | 4
CCN(CC)CCn1c2c(c(SCC(=O)Nc3ccccc3Cl)nc1=O)CCCC2 | -3 | -3
O=C(CCN1C(=O)c2ccccc2S1(=O)=O)N1CCN(c2ccc(F)cc2)CC1 | 3 | -1
CN(CC(=O)Nc1ccc(Cl)cc1)C(=O)CCc1nc2sc3c(c2c(=O)[nH]1)CCCC3 | 5 | -2
CCOC(=O)C1=CN2CCC[C@H]2CC1=O | -2 | 3
Cc1c(NC(=O)c2ccc(Cl)c([N+](=O)[O-])c2)cccc1-n1cnnn1 | 2 | 4
Cc1cccc(C(=O)OCC(=O)Nc2ccc3c(c2)OCCO3)c1 | 0 | -1
O=C(c1ccc(Cl)cc1Cl)N1CCN(c2ccc(N3CCOCC3)nn2)CC1 | 0 | 7
CC(C)(C)OC(=O)NCCCCCNC(=O)c1[nH]cnc1C(=O)Nc1ccon1 | 1 | -4
CCOc1cc(C(=O)Nc2ccc(S(=O)(=O)Nc3onc(C)c3C)cc2)cc(OCC)c1OCC | -2 | -3
CC(=O)Nc1ccc(NC(=O)CSc2ncc(C(=O)Nc3ccc(F)cc3)c(=O)n2C)cc1 | 4 | 0
NC(=O)C1CCN(CC(=O)Nc2cc(S(=O)(=O)N3CCOCC3)ccc2N2CCCC2)CC1 | 5 | -2
COc1cc2cnc(-c3ccccc3)c(-c3cccc(C(F)(F)F)c3)c2cc1OC | -1 | 1
CCN(C(=O)COC(=O)c1cc(OC)ccc1Br)C1CCS(=O)(=O)C1 (stereo not drawn) | 2 | 2
COc1ccc(CC(=O)OCC(=O)NCc2ccc(F)cc2)cc1 | 8 | 1
O=C(COc1ccccc1C(=O)O)Nc1cccc2ccccc12 | 2 | 7
Cc1csc(=O)n1CC(=O)OCC(=O)NNC(=O)c1ccc(Cl)cc1 | 1 | -6
Cc1ccc(S(=O)(=O)N2CCOCC2)cc1C(=O)OCC(=O)N1CCCCC1 | 2 | 2
O=C(NC1CC1)C1CCN(S(=O)(=O)c2ccc(Cl)c([N+](=O)[O-])c2)CC1 | -1 | 3
COc1ccc2sc(-c3ccccc3OC)c(-c3ccc(OCCN4CCCC4)cc3)c2c1 | 4 | 1
CN(C)S(=O)(=O)n1cnc(C(CCO)c2ncn(S(=O)(=O)N(C)C)c2CCCO)c1 (stereo not drawn) | -1 | 5
Cc1cc(C)cc(C(=O)NCC(=O)OCC(=O)NC2CCCc3ccccc32)c1 (stereo not drawn) | 1 | 9
CC(C)(C)OC(=O)N1CCCC(C(=O)Nc2ccc(C(=O)N3CCCCC3)cc2)C1 (stereo not drawn) | 2 | 4
Cc1cccc(NC(=O)COC(=O)c2ccc3nc(C)c(C)nc3c2)c1 | 9 | 0
O=C(NCCOc1ccc(Cl)cc1)C1CC(=O)N(c2ccc3c(c2)OCCO3)C1 (stereo not drawn) | 0 | 3
COc1ccc2sc(-c3ccc(S(C)(=O)=O)cc3)c(C#CCO)c2c1 | 2 | -1
Cc1ccsc1C(=O)NNC(=O)c1ccccc1F | 4 | 5
Cc1cc(C)c(NC(=O)COC(=O)COc2ccc3c(C)cc(=O)oc3c2)c(Cl)c1 | 0 | 4
CC(C)=CC(=O)Nc1cccc(S(=O)(=O)NC2=NCCCCC2)c1 | 4 | 3
CCN(CC)C(=O)c1cccc(NC(=O)C2CCN(C(=O)c3cccs3)CC2)c1 | -2 | -2
COC(=O)CCN1CCN(S(=O)(=O)c2ccc3c(c2)OCCO3)CC1 | 4 | -1

Given field by field: part of the list above
> Cc1cc(C)cc(C(=O)NCC(=O)OCC(=O)NC2CCCc3ccccc32)c1 (stereo not drawn)
  IDE act: 1; IDE cell inh: 9

> CC(C)(C)OC(=O)N1CCCC(C(=O)Nc2ccc(C(=O)N3CCCCC3)cc2)C1 (stereo not drawn)
  IDE act: 2; IDE cell inh: 4

> Cc1cccc(NC(=O)COC(=O)c2ccc3nc(C)c(C)nc3c2)c1
  IDE act: 9; IDE cell inh: 0

Carrying on.
SMILES | IDE act | IDE cell inh
O=C(CCNS(=O)(=O)c1ccccc1Cl)OCc1nnc(-c2ccccc2Cl)o1 | 5 | 1
COc1ccc(C2=NOC(Cn3nc(C(=O)NCc4cccc(Br)c4)cc3-c3ccccc3)C2)cc1 (stereo not drawn) | 1 | 1
Cc1cc(C)nc(SCC(=O)N(C)CC(=O)Nc2ccccc2Br)n1 | 5 | 1
CC12CCC3c4ccc(O)cc4CCC3C1CC(O)C2O (stereo not drawn) | 7 | 3
CCOc1ccc(S(=O)(=O)Nc2cccc(C(=O)NCCCn3ccnc3)c2)cc1 | -1 | 0
Cc1ccc(NC(=O)c2ccc(N3CCCC3=O)cc2)cc1S(=O)(=O)N1CCCCC1 | 1 | 2
CC(=O)NC(c1ccco1)c1cc(F)c2cccnc2c1O (stereo not drawn) | 3 | 4
CN(Cc1ccco1)C(=O)c1ccc(S(=O)(=O)N2CCCCCC2)cc1 | 3 | -1
CN(Cc1ccc(Cl)s1)C(=O)CSc1nnc(C2CC2)n1C1CC1 | -1 | 0
CCN1C(=O)[C@@H]2[C@@H](c3ccc(-c4ccc(F)cc4)c(OC)c3)N3CCC[C@@]3(C(=O)OC)[C@@H]2C1=O | 3 | 9
CCCCn1c(SCC(=O)Nc2ccc3c(c2)OCCO3)nnc1C(CC)N(C)C (stereo not drawn) | 1 | 5
O=C(COC(=O)c1cc([N+](=O)[O-])ccc1N1CCOCC1)Nc1cc(F)ccc1F | 6 | 3
Cc1cccc(C)c1NC(=O)CNC(=O)c1ccc(N2CCCC2)c([N+](=O)[O-])c1 | 0 | -4
Cn1nc(C(=O)N2CCN(c3ccccn3)CC2)c2ccccc2c1=O | -3 | 1
CC[C@@]1(C(=O)OC)N[C@H](CN(C)S(=O)(=O)c2ccc(C(C)(C)C)cc2)[C@@H]2C(=O)N(C)C(=O)[C@@H]21 | 0 | 7
CCC(O)C(C)(C)C (stereo not drawn) | -5 | -1
Cc1ccc(S(=O)(=O)N2CCC(C(=O)OCC(=O)N(C)c3ccccc3)CC2)cc1C | 0 | 2
O=C(OCC(=O)N1CCCc2ccccc21)c1c(F)cccc1F | -2 | -3
C=CCN(C(=O)C1CC(=O)N(C2CCCC2)C1)c1nc(-c2ccc(S(C)(=O)=O)cc2)cs1 (stereo not drawn) | -2 | 0
O=C(O)CCN(CC(=O)c1ccc(Cl)cc1)S(=O)(=O)c1ccc([N+](=O)[O-])cc1 | -2 | -6
N#CCCN(C(=O)CSc1ncccn1)c1ccc2c(c1)OCCO2 | 5 | -3
O=C(CCCN=C1NS(=O)(=O)c2ccccc21)OCc1ccccc1 | 5 | -3
Cn1cccc1C(=O)OCC(=O)Nc1ccc2c(c1)OCCO2 | -2 | 2
Cc1cc(C)c(C)c(S(=O)(=O)N2CCN(C(=O)c3ccncc3)CC2)c1C | 0 | 0
Cc1ccc(CNCc2cc(Cl)ccc2O)cc1 | 1 | -4
COc1ccc(S(=O)(=O)N2CCOCC2)cc1NC(=O)CN1C(=O)NC2(CCCCC2C)C1=O (stereo not drawn) | -4 | -1
Cc1cc(NC(=O)C(C)SCC(=O)N(C)Cc2ccccc2F)no1 (stereo not drawn) | -1 | -4

Bioassay records deposited in PubChem BioAssay by The Scripps Research Institute Molecular Screening Center.

Not all compounds are listed; count on the stated rates, not on these rows.
